Screening results as filed in PubChem BioAssay.
RGS4 inhibitor = inhibitors of human regulator of G protein signaling 4. P49798. Transcreener GDP fluorescence polarization, RGS4-accelerated GTP hydrolysis. Potency, µM (titrated, usually from 114 µM), without a hit: top-dose activity change, negative = inhibition, most hits filed as inhibitors. 390,000 compounds, 0.039% hits. AID 504845; note: % is set by controls: 0 for no effect and ±100 for the full control effect; nearly all actives have a fitted effect of over 75% in size; some results filed as inactive show a strong effect at the top dose
Target sequence (P49798 whole entry, looked up): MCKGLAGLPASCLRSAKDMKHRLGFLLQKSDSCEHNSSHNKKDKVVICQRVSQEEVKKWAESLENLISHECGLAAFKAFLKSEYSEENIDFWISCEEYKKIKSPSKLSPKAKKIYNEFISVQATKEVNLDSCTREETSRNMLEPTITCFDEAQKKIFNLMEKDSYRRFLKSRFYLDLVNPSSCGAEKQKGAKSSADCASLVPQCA
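MLSMR compounds (23 nl, pin-transferred) preincubated 10 min at room temperature with a 500nM (2x) first reagent, then RGS4 at 900nM (2x) plus Transcreener GDP mix added; fluorescence polarization (620/688 nm) read before and after 90 min at 30 °C.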
TrxR1 inh = inhibitors of rat thioredoxin reductase 1. O89049. recombinant rTrxR1, NADPH fluorescence consumption, selenite substrate. Potency, µM (series often up to 114 µM), inactives show at the top dose activity change, negative = inhibition, hits mostly inhibitors. 390,000 compounds, 1% hits; note: % is set by controls: 0 for no effect and ±100 for the full control effect; nearly all actives have a fitted effect of over 65% in size
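Rat TrxR1 (90 nM in the dispensed reagent) was pre-reduced with 400 uM NADPH for 5 min at room temperature, then incubated with compound for 15 min. After 400 uM selenite was added, NADPH fluorescence (Ex 340/Em 450 nm) was followed for 8 min.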
RXFP1 agonist = agonists of human relaxin receptor RXFP1; 370,000 compounds, 0.3% hits; AID 2676; Potency, µM (titrated, usually from 57.5 µM), for the others: at the top dose activation, usual class: activators; HEK293T-RXFP1 cAMP TR-FRET, 30 min; response scale: percent of porcine relaxin response, buffer zero; Q9HBX9; note: % is set by controls: 0 for no effect and ±100 for the full control effect; nearly all actives have a fitted effect of over 60% in size; many of its hits are not listed in these tables
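cAMP rise read by TR-FRET after 30 min, 37C compound exposure (up to 58 uM) in RXFP1-transfected HEK293 cells with Ro 20174 present. EC50 from Hill-equation fits, with 29 nM porcine relaxin as 100% and buffer as basal.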
TrxR1 substrate = is turned over as a substrate by rat TrxR1; O89049; purified TrxR1 substrate turnover, NADPH consumption readout; Potency, µM (top dose mostly 114 µM), inactives show at the highest dose activity change, negative = substrate turnover; 390,000 compounds, 0.01% hits; AID 588456; note: % is set by controls: 0 for no effect and ±100 for the full control effect; nearly all actives have a fitted effect of over 50% in size
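Rat TrxR1, dispensed at 90 nM, was prereduced with 400 uM NADPH (final) for 5 min at ~22 deg C, then incubated with compound 15 min before 400 uM selenite. A first-read NADPH fluorescence drop versus no-compound background flagged substrates.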
Vif-A3F inh = inhibitors of Vif-A3F interaction; HeLa A3F-eYFP + Vif (tagged APOBEC3F with the HIV-1 protein that degrades it), YFP fluorescence increase; Potency, µM (series often up to 46.1 µM), inactives show at the highest dose activity, negative = active; 390,000 compounds, 0.2% hits; AID 602313; note: % of control where 0% means no effect; nearly all actives have a fitted effect of over 65% in size
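Fluorescence increase (Ex 488/Em 500-530) after overnight compound treatment at 37 deg C flags inhibition of Vif-driven A3F-eYFP loss in stable HeLa A3F-eYFP/Vif cells seeded overnight beforehand.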
Vif-APOBEC3G blk = blocks the Vif interaction with human APOBEC3G; Q9HC16; HeLa A3G-eYFP + Vif (tagged APOBEC3G with the HIV-1 protein that degrades it), YFP fluorescence, overnight; Potency, µM (highest dose often 46.1 µM), without a hit: at the highest dose activity, negative = active, most hits filed as inhibitors; 410,000 compounds, 0.076% hits; AID 602310;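 note: % is set by controls: 0 for no effect and ±100 for the full control effect; nearly all actives have a fitted effect of over 60% in size; hits raise eYFP signal because A3G escapes Vif-driven loss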
Target sequence (Q9HC16 whole entry, looked up): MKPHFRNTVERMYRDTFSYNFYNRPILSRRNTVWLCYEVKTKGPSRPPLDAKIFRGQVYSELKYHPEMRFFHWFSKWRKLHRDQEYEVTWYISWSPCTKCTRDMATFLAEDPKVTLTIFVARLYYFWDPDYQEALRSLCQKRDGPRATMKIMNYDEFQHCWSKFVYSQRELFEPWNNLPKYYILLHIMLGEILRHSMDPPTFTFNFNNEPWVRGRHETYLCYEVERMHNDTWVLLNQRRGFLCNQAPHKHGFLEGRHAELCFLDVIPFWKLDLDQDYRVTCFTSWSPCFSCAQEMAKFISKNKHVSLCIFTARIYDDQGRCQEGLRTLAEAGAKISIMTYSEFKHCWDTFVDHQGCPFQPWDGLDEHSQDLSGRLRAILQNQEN
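HeLa cells stably expressing Vif and C-terminally eYFP-tagged A3G, seeded overnight at 37 deg C, then exposed to compound by pintool overnight at 37 deg C. Rise in yellow fluorescence (Ex 488/Em 500-530, Acumen) marks blocked Vif-driven A3G degradation.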
IDH1 R132H inh = inhibitors of human mutant IDH1 R132H; O75874; AID 602179; Potency, µM (titrated, usually from 76.6 µM), inactives show at the top dose activity change, negative = inhibition, hits mostly inhibitors; IDH1-R132H enzyme, NADPH consumption, diaphorase/resazurin fluorescence; 390,000 compounds, 0.093% hits; note: % is set by controls: 0 for no effect and ±100 for the full control effect; nearly all actives have a fitted effect of over 65% in size
Target sequence (O75874 whole entry R132H, stated change not applied): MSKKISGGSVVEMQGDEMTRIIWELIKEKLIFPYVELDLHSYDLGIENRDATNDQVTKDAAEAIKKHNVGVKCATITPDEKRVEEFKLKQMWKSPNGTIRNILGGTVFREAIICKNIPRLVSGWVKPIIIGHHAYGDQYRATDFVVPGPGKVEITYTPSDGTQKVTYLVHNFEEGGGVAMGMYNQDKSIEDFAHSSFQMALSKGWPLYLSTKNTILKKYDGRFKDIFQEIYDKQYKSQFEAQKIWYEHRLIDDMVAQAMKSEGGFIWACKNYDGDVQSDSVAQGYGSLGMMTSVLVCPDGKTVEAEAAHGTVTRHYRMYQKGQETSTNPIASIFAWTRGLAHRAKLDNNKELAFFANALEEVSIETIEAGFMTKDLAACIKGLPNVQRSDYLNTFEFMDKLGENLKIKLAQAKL
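IDH1-R132H (0.5 ug/mL dispensed) in pH 7.5 Tris buffer was preincubated 30 min with compound, then given a substrate mix of 0.016 mM NADPH and 2 mM alpha-KG for 80 min at room temperature; remaining NADPH was read by diaphorase/resazurin fluorescence.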
USP1-UAF1 inh = inhibitors of human USP1/UAF1 deubiquitinase | O94782 | recombinant USP1/UAF1, Ub-Rhodamine cleavage fluorescence | Potency, µM (series often up to 57.1 µM), for the others: at the highest dose activity change, negative = inhibition, most hits filed as inhibitors | 390,000 compounds, 0.23% hits | AID 743255; note: % is set by controls: 0 for no effect and ±100 for the full control effect; nearly all actives have a fitted effect of over 60% in size; inactives centre near -12
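USP1/UAF1 complex at 1 nM was preincubated with compound for 15 min at room temperature, then Ub-Rho substrate (150nM final) was added. Fluorescence (480/540 nm) was read kinetically, 6 reads every 60 seconds.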
ALOX12 inh = blocks human arachidonate 12S-lipoxygenase; P18054; Potency, µM (doses to about 108 µM), for the others: top-dose activity change, negative = inhibition, most hits filed as inhibitors; purified 12hLO, xylenol orange hydroperoxide absorbance; 580,000 compounds, 1.1% hits; AID 1671190; note: % is set by controls: 0 for no effect and ±100 for the full control effect
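Hydroperoxide product was detected by ferrous iron/xylenol orange as the 573 to 405 nm absorbance ratio. Arachidonic acid at 40 uM (final) was turned over for 30 min at room temperature by 150 nM human 12hLO, pH 7.0 Hepes buffer, after 15 min compound preincubation.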
* hit, by the source's call; & = joins results of further samples; [ ] = another dose, or the depositor's remark. Calls come from the whole dose curve; as a rule, active = well fitted curve in the direction sought with a large enough effect; inconclusive = small, poorly fitted or top-dose-only effect, or another doubt; inactive = no such curve, though single readings can be large; an effect the other way counts as inactive or inconclusive. Potency is the fitted concentration of half-maximal effect. Only part of the results is shown; the hit share may differ from the screen's.

For COc1ccc(-c2noc(CSc3nnc(C)n3-c3ccc(C)cc3)n2)cc1 the results were RGS4 inhibitor 13%, TrxR1 inh 6%, RXFP1 agonist 0.3%, TrxR1 substrate -4%, Vif-A3F inh -5%, Vif-APOBEC3G blk 5%, IDH1 R132H inh -3%, USP1-UAF1 inh inconclusive and ALOX12 inh -10%.
O=C(OCc1csc(Nc2ccccc2)n1)c1ccc(Cl)cc1 was read as RGS4 inhibitor 17%[11.4 µM], TrxR1 inh 3%, RXFP1 agonist -1.4%, TrxR1 substrate -1%, Vif-A3F inh -11%, Vif-APOBEC3G blk -5%, IDH1 R132H inh 5%, USP1-UAF1 inh inconclusive and ALOX12 inh -25%.
Screening O=C(c1ccc(F)cc1)N1CCC(n2nnc3ccccc32)CC1 returned RGS4 inhibitor -8%, TrxR1 inh 11%, RXFP1 agonist 0.1%, TrxR1 substrate -2%, Vif-A3F inh -12%, Vif-APOBEC3G blk -2%, IDH1 R132H inh -1%, USP1-UAF1 inh -11% and ALOX12 inh 5%.
Screening COc1ccc(-c2nc(SCC(=O)NCc3nc4ccccc4n3C)n3[nH]c(=O)cc3n2)cc1 returned RGS4 inhibitor -26%, TrxR1 inh 20%[57.1 µM], RXFP1 agonist -1.7%, TrxR1 substrate 3%[57.1 µM], Vif-A3F inh 2%, Vif-APOBEC3G blk -10%, IDH1 R132H inh 13%, USP1-UAF1 inh inconclusive and ALOX12 inh inconclusive.
`COc1cccc(-c2csc(N3CCN(CC(=O)Nc4ccc5c(c4)OCO5)CC3)n2)c1` gave RGS4 inhibitor 4%, TrxR1 inh 23%[57.1 µM], RXFP1 agonist -0.7%, TrxR1 substrate 6%[57.1 µM], Vif-A3F inh -3%, Vif-APOBEC3G blk 0%, IDH1 R132H inh 2%, USP1-UAF1 inh -21% and ALOX12 inh 16%.
COc1ccc(-n2nc(C(=O)NCC(=O)N3CCN(Cc4ccccc4)CC3)c3ccccc3c2=O)c(OC)c1 was read as RGS4 inhibitor -1%, TrxR1 inh 6%, RXFP1 agonist -0.9%, TrxR1 substrate 0%, Vif-A3F inh -10%, Vif-APOBEC3G blk 1%, IDH1 R132H inh -18%, USP1-UAF1 inh -14% and ALOX12 inh -7%.
`COc1ccc(-c2nnc(SCC(=O)NC3CC3)o2)cc1` gave RGS4 inhibitor -16%, TrxR1 inh 5%, RXFP1 agonist 0.8%, TrxR1 substrate -4%, Vif-A3F inh -8%, Vif-APOBEC3G blk 0%, IDH1 R132H inh -14%, USP1-UAF1 inh -2% and ALOX12 inh 11%.
For C=CCc1ccc(OCC(O)CN2CCN(c3ccccc3OC)CC2)c(OC)c1 (stereo not given) the results were RGS4 inhibitor -4%, TrxR1 inh 12%, RXFP1 agonist 3.1%, TrxR1 substrate -4%, Vif-A3F inh 0%, Vif-APOBEC3G blk 3%, IDH1 R132H inh 1%, USP1-UAF1 inh -14% and ALOX12 inh inconclusive.
Screening Cc1ccc(-n2ccnc(NCCc3ccc(S(N)(=O)=O)cc3)c2=O)cc1C returned RGS4 inhibitor 18%, TrxR1 inh 0%[57.1 µM], RXFP1 agonist -0.3%, TrxR1 substrate 1%[57.1 µM], Vif-A3F inh -4%, Vif-APOBEC3G blk 1%, IDH1 R132H inh -3%, USP1-UAF1 inh 4% and ALOX12 inh -7%.
Cn1nnnc1SCC(=O)N1N=C(c2ccc(Cl)cc2)CC1c1ccco1 (stereo not given) was read as RGS4 inhibitor -12%, TrxR1 inh 13%, TrxR1 substrate -4%, Vif-A3F inh 7%, Vif-APOBEC3G blk 2%, IDH1 R132H inh 14%, USP1-UAF1 inh -23% and ALOX12 inh inconclusive.
Cn1cccc1C(=O)c1ccc(Cl)cc1Cl was read as RGS4 inhibitor 4%, TrxR1 inh -23%, RXFP1 agonist 1.0%, TrxR1 substrate -2%, Vif-A3F inh -5%, Vif-APOBEC3G blk 8%, IDH1 R132H inh 3%, USP1-UAF1 inh -18% and ALOX12 inh inconclusive.
For N#C/C(=C\c1ccc(O)c(O)c1)C(=O)NCc1ccccc1 the results were RGS4 inhibitor inconclusive, TrxR1 inh inconclusive, RXFP1 agonist 0.2%, TrxR1 substrate -5%[57.1 µM], Vif-A3F inh -1%, Vif-APOBEC3G blk -7%&-17%, IDH1 R132H inh 0%, USP1-UAF1 inh -8% and ALOX12 inh inconclusive.
For O=C(Nc1nnc(Cc2ccc([N+](=O)[O-])cc2)s1)c1ccc2c(c1)OCO2 the results were RGS4 inhibitor -30%, TrxR1 inh 0%, RXFP1 agonist 0.4%, TrxR1 substrate -5%, Vif-A3F inh 9%, Vif-APOBEC3G blk 2%, IDH1 R132H inh 9%, USP1-UAF1 inh -7% and ALOX12 inh 4%.
Screening Cc1cnc(Sc2ncccc2[N+](=O)[O-])nc1 returned RGS4 inhibitor 18%[11.4 µM], TrxR1 inh 11%[57.1 µM], TrxR1 substrate -15%, Vif-A3F inh 3%, Vif-APOBEC3G blk 1%, IDH1 R132H inh 6%, USP1-UAF1 inh -5% and ALOX12 inh 0%.
For Cc1ccc(SCC(=O)Nc2ccccc2N2CCOCC2)cc1 the results were RGS4 inhibitor 8%, TrxR1 inh 7%, RXFP1 agonist -0.6%, TrxR1 substrate -2%, Vif-A3F inh -1%, Vif-APOBEC3G blk -2%, IDH1 R132H inh 2%, USP1-UAF1 inh -17% and ALOX12 inh -5%.
For CCCCCCN1C[C@@H](n2cc(-c3ccc(F)cc3)nn2)[C@H](O)C[C@@H]1c1ccc(OC)cc1 the results were Vif-A3F inh inconclusive, Vif-APOBEC3G blk -4%, IDH1 R132H inh 3%, USP1-UAF1 inh inconclusive and ALOX12 inh inconclusive.
`COc1ccc(S(=O)(=O)N2CCCCCC2)cc1C(=O)N1CCN(c2ccc(F)cc2)CC1` gave RGS4 inhibitor -3%, TrxR1 inh 14%, TrxR1 substrate 2%, Vif-A3F inh 2%, Vif-APOBEC3G blk -11%, IDH1 R132H inh 5%, USP1-UAF1 inh -18% and ALOX12 inh 26%.
`COc1ccc([C@H]2CC(=O)C=C(c3ccc(OC)cc3OC)C2)cc1` gave RGS4 inhibitor -10%, TrxR1 inh 19%, RXFP1 agonist 4.3%, TrxR1 substrate 2%, Vif-A3F inh -4%, Vif-APOBEC3G blk inconclusive, IDH1 R132H inh 4%, USP1-UAF1 inh -25% and ALOX12 inh 5%.
Screening COn1c(SCC(=O)N(C)C)nc2ccccc2c1=O returned RGS4 inhibitor 10%, TrxR1 inh 21%, RXFP1 agonist 0.8%, TrxR1 substrate 0%, Vif-A3F inh -4%, Vif-APOBEC3G blk 5%, IDH1 R132H inh -6%, USP1-UAF1 inh -9% and ALOX12 inh -1%.
For O=C(Nc1sc2c(c1C(=O)NCC1CCCO1)CCCC2)c1cccs1 (stereo not given) the results were RGS4 inhibitor -21%, TrxR1 inh 9%, RXFP1 agonist 3.5%, TrxR1 substrate -1%, Vif-A3F inh -1%, Vif-APOBEC3G blk -2%, IDH1 R132H inh 2%, USP1-UAF1 inh -22% and ALOX12 inh 18%.
COc1cc(C#N)c(N=C(SCC#N)N2CCOCC2)cc1OC was read as RGS4 inhibitor 9%, TrxR1 inh 0%[57.1 µM], RXFP1 agonist -1.3%, TrxR1 substrate -1%[57.1 µM], Vif-A3F inh 0%, Vif-APOBEC3G blk 5%, IDH1 R132H inh -2%, USP1-UAF1 inh -8% and ALOX12 inh -1%.
`Cn1c(S(=O)(=O)Cc2ccc(Cl)cc2)nc2ccccc21` gave RGS4 inhibitor -10%, TrxR1 inh 9%, RXFP1 agonist -1.5%, TrxR1 substrate 10%, Vif-A3F inh 1%, Vif-APOBEC3G blk 1%, IDH1 R132H inh 0%, USP1-UAF1 inh -9% and ALOX12 inh -1%.
`C=CCNCc1cccn1-c1ccccc1` gave RGS4 inhibitor -16%, TrxR1 inh -33%, RXFP1 agonist -0.2%, TrxR1 substrate 1%, Vif-A3F inh -1%, Vif-APOBEC3G blk 1%, IDH1 R132H inh -2%, USP1-UAF1 inh -2% and ALOX12 inh inconclusive.
Cc1cccc(C(=O)NCc2nnc(SCC(=O)Nc3nnc(C)s3)n2C)c1 was read as RGS4 inhibitor -9%, TrxR1 inh 28%, RXFP1 agonist 0.8%, TrxR1 substrate 0%, Vif-A3F inh -2%, Vif-APOBEC3G blk -1%, IDH1 R132H inh 0%, USP1-UAF1 inh -5% and ALOX12 inh -17%.
NC(=O)SCC(=O)Nc1cccc(Cl)c1 was read as RGS4 inhibitor inconclusive, TrxR1 inh 1%, RXFP1 agonist 0.3%, TrxR1 substrate -6%, Vif-A3F inh -3%, Vif-APOBEC3G blk 3%, IDH1 R132H inh 10%, USP1-UAF1 inh -19% and ALOX12 inh 15%.
